Screening data (PubChem BioAssay)
PhoP GFP inhibition: PhoP regulon inhibitors, Salmonella typhi PhoP promoter GFP reporter, confirmatory (AID 1850); one-dose inhibition, % at 50 µM; IC50 in µM for titrated hits; Salmonella Typhi PhoP-promoter GFP reporter, fluorescence, 4 h; higher % means a stronger effect; 310,000 tested, 0.33% active; in the data active = a potency from the dose series; inconclusive = inhibition mostly from about 25% at the one dose, without a potency; inactive = the rest, 99 in 100 with inhibition below about 19%;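 note: 0% = induced wells with vehicle and 100% = uninduced wells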
influenza NS1A: H1N1 influenza NS1A inhibitors, functional cell based assay (AID 504329). inhibition, % at 12.5 µM; hits with a dose series show IC50 in µM. 340,000 tested, 0.3% active. NS1A functional cell-based assay, percent inhibition; higher % means a stronger effect; in the data active = a potency from the dose series; inconclusive = inhibition above about 27% without an active follow-up result; note: strong numbers were not always called active
inhibitors of VEEV: inhibitors of VEEV TC-83 cytopathic effect, confirmation, Vero cells (AID 588727); Vero cells, VEEV TC-83 cytopathic effect inhibition; higher % means a stronger effect; inhibition, % at 20 µM; hits with a dose series show IC50 in µM; 350,000 tested, 0.13% active; in the data active = a potency from the dose series; inconclusive = inhibition mostly from about 14% at the one dose, without a potency; inactive = the rest, 99 in 100 with inhibition below about 12%; note: strong numbers were not always called active
H37Rv inhibition: M. tuberculosis growth inhibition, HTS (AID 449762) | M. tuberculosis H37Rv growth inhibition, 7H9 media; higher % means a stronger effect | inhibition, % at 25 µM, or IC50 in µM where a hit was titrated | 330,000 tested, 0.59% active; in the data active = a potency from the dose series; inconclusive = inhibition above about 70% without an active follow-up result;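 note: bacterial growth assessed after seven days of incubation; strong numbers were not always called active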
M. tuberculosis: growth inhibition of non-replicating M. tuberculosis (AID 488890). Mycobacterium tuberculosis non-replicating, growth inhibition; higher % means a stronger effect. inhibition, % at 25 µM, or IC50 in µM where a hit was titrated. 320,000 tested, 0.39% active; in the data active = a potency from the dose series; inconclusive = inhibition mostly from about 82% at the one dose, without a potency; inactive = the rest, 99 in 100 with inhibition below about 76%;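 note: plate controls were DMSO cells for no effect and high antibiotic wells for full effect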
inhibitors of VEEV 10K pilot screen: second read-out of inhibitors of VEEV, no call of its own (marks repeat the call); inhibition, %; measured here: 10K pilot screen inhibition
The depositor's hits bear a star; i = inactive; ? = inconclusive; nt = not tested or not shown.

SMILES	PhoP GFP inhibition	influenza NS1A	inhibitors of VEEV	H37Rv inhibition	M. tuberculosis	others
COc1cccc(NC(=O)CN(C)C(=O)c2ccccc2OCc2c(C)noc2C)c1	-3%	1%	2.5%	-1%	4%
CCO[C@H]1OC(C(=O)NC2CC2)=C[C@@H](C2CCCCC2)[C@@H]1CCCO	5%	2%	0.2%	-1%	5%	inhibitors of VEEV 10K pilot screen=0.0
N#Cc1nc(-c2cccs2)oc1NCc1ccccc1	0%	-8%	5.9%	43%	30%
COC(=O)c1ccc(COc2cccnc2[N+](=O)[O-])cc1	-1%	-5%	1.6%	2%	15%
CN(Cc1ccco1)c1ncnc2ccc(-c3ccccc3Cl)cc12	nt	2%	1.0%	?	66%
O=C(CNC(=O)c1ccc2ccccc2c1)OCC(=O)N1CCN(S(=O)(=O)c2ccc3ccccc3c2)CC1	-5%	-1%	i	-4%	8%
COc1ccc(-n2c(=O)c(CCC(=O)N(C)Cc3ccccc3C)nc3ccccc32)cc1	-12%	-3%	6.8%	-6%	28%
O=C1C2C3C=CC(C3)C2C(=O)N1c1n[nH]c(-c2ccccc2)n1 (stereo not drawn)	-7%	1%	1.1%	-15%	4%
Cc1ccc(OC(=O)CCNC(=O)c2ccccc2Cl)c(Br)c1	-4%	5%	i	40%	?
Cc1ccc(NC(=O)NC2CCCCCCC2)cc1C	-3%	6%	3.7%	?	61%
COc1ccc(CN(C)C(=O)CNC(=O)c2ccc(C)cc2)cc1	-1%	1%	0.1%	-3%	2%
COCc1nc2ccccc2n1Cc1c(F)cccc1Cl	-6%	-2%	1.8%	-2%	3%
COc1ccc([C@@H]2CC=C(C(=O)O)CN2S(=O)(=O)c2ccc(Cl)cc2)cc1	-3%	-4%	0.1%	-1%	5%
Cc1cccc(OCCNC(=O)CCc2ccccc2)c1	-19%	nt	0.9%	1%	46%
O=C1ON=C(c2ccccc2)/C1=C/c1ccc(OS(=O)(=O)c2ccccc2)cc1	-1%	11%	0.7%	-16%	21%
COc1ccc(CNS(=O)(=O)c2ccc(NC(=O)N3CCCCC3)cc2)cc1	0%	1%	0.8%	-5%	-6%
COC(=O)c1cccc(C(=O)N2CCCC(Nc3ccc4c(c3)OCCO4)C2)c1 (stereo not drawn)	2%	-2%	i	3%	8%
O=C(CN(Cc1ccc(F)cc1)C(=O)CNS(=O)(=O)c1ccccc1)NCC1CCCO1 (stereo not drawn)	9%	-7%	0.9%	-7%	-14%
COc1ccc(S(=O)(=O)n2nc(OC(=O)c3ccccc3Br)cc2N)cc1	7%	-2%	1.6%	0%	10%
O=C1CC(N2CCOCC2)C(=O)N1c1cc(Cl)cc(Cl)c1 (stereo not drawn)	-1%	-4%	i	1%	49%
CN(C(=O)c1ccncc1)c1nnc(-c2ccncc2)s1	-7%	0%	0.4%	15%	3%
O=C1C2CCCN2c2ccc(S(=O)(=O)N3CCOCC3)cc2N1Cc1cccc(C(F)(F)F)c1 (stereo not drawn)	-9%	nt	nt	4%	36%
COC(=O)CN1C(=O)Nc2ccc(Br)cc2C1c1ccccc1 (stereo not drawn)	6%	24%	2.0%	0%	26%
COc1ccc(CNC(=O)c2cc(C3CC3)on2)cc1	1%	-4%	0.2%	9%	nt
Cc1ccc(NC(=O)C2CCCN(c3nccc(C)n3)C2)c(C)c1 (stereo not drawn)	0%	-8%	1.2%	9%	-9%
O=C(Nc1ccc(C(F)(F)F)cc1)C1CCCCN1S(=O)(=O)c1ccccc1 (stereo not drawn)	nt	-10%	2.5%	2%	37%
Cc1ccc(Nc2ccc(S(=O)(=O)N3CCOCC3)cc2[N+](=O)[O-])c(C)c1	3%	11%	1.9%	6%	73%
COc1ccc2c(c1)/C(=C/c1cnc[nH]1)C(=O)N2	4%	0%	10%	62%	15%
COc1ccccc1Nc1nnc(SCC(=O)c2cc(C)n(CC3CCCO3)c2C)s1 (stereo not drawn)	-10%	10%	7.1%	-2%	10%
CCOC(=O)c1c(C)[nH]c(C(=O)CN(C)CC(=O)Nc2ccccc2C(F)(F)F)c1C	nt	-12%	2.1%	8%	1%
O=C(OCC(=O)N1CCCC1=O)C1COc2ccccc2O1 (stereo not drawn)	-5%	-8%	1.8%	12%	-4%
N#Cc1cn(-c2ccccc2)nc1-c1ccco1	-2%	2%	1.1%	2%	8%
Nc1c(Cl)cc(-c2csc(NC(CO)c3nc4ccccc4n3CCOCCO)n2)cc1Cl (stereo not drawn)	5%	14%	1.6%	-4%	4%
Cc1ccc(S(=O)(=O)n2nc(OC(=O)c3cccc(F)c3)cc2N)cc1	-2%	13%	1.0%	2%	-25%
Cc1cc(C)n2nc(SCc3nnc(-c4cccs4)o3)nc2n1	2%	4%	i	1%	1%
S=c1[nH]c(-c2ccc(Br)cc2)cn1CCc1ccccc1	-3%	3%	0.4%	0%	7%
COc1ccc(OC)c(NC(=O)Nc2ccccc2C)c1	-8%	-7%	i	-2%	-6%
O=C1NC(=O)C2(COC(c3ccncc3)OC2)S1 (stereo not drawn)	-5%	-1%	1.3%	2%	25%
CCC(C)NCCOc1cccc(Br)c1 (stereo not drawn)	15%	-8%	1.4%	-3%	32%
Cc1cc(=O)[nH]c2ccc(S(=O)(=O)NCc3ccccc3)cc12	-5%	0%	2.7%	1%	1%
O=C(Cc1ccccc1)NCCCc1ccccc1	-2%	-1%	i	2%	33%
O=C(O)c1ccc(S(=O)(=O)c2ccccc2)cc1	0%	-5%	1.9%	2%	5%
CC(C)CC(=O)NC1(C(F)(F)F)C(=O)N(Cc2ccccc2)C2=C1C(=O)CC(C)(C)C2 (stereo not drawn)	-3%	-10%	i	-3%	6%
CCC(CC)C(=O)Nc1nnc(SCC(=O)NC2CCCCC2)s1	4%	-8%	1.6%	2%	15%
Cc1cc(NC(=O)CSc2nncc(=O)n2N)no1	-5%	2%	0.3%	6%	0%
C/C(CC(=O)NC(C)C)=N\NC(=O)COc1cc(C)c(Br)cc1Br	-10%	-3%	1.4%	-4%	-5%
Cc1ccc(C)c(C(=O)COC(=O)c2cccc(N3C(=O)c4c(C)nc5ccccc5c4C3=O)c2)c1	-2%	12%	0.5%	-7%	-23%
CC(=O)c1ccc(NC(=S)Nc2ccc3[nH]c(=O)[nH]c3c2)cc1	2%	6%	3.1%	-5%	-12%
CN(c1ccccc1)S(=O)(=O)c1cccc(C(=O)NNC(=O)c2ccccc2)c1	7%	1%	i	2%	-2%
O=C(Nc1ccccc1Cl)NC1(C(=O)NCCCN2CCOCC2)CCCCC1	3%	7%	1.1%	-7%	-15%
Continuation.
SMILES	PhoP GFP inhibition	influenza NS1A	inhibitors of VEEV	H37Rv inhibition	M. tuberculosis	others
O=C(/C=C/c1ccc([N+](=O)[O-])cc1)c1cccs1	-1%	3%	4.6%	7%	?
Cc1ccc(-c2nc(CS(=O)(=O)CC(=O)NCCN3CCCC3)c(C)o2)cc1	-2%	1%	0.6%	3%	18%
O=C(CSC1=NS(=O)(=O)c2cc(F)ccc2N1)Nc1ccccc1F	5%	-2%	i	15%	36%
O=C(Cn1cc(/C=N/NC(=O)c2cccc(C(F)(F)F)c2)c2ccccc21)Nc1ccc(F)cc1	4%	2%	3.9%	24%	-11%
Cc1cc(C=C2C(=O)N(C)C(=O)N(C)C2=O)c(C)n1-c1ccccc1	8%	1%	2.3%	2%	22%
CSc1ccccc1OCc1cc(C(=O)N2CCC[C@H]2C(N)=O)no1	-7%	0%	0.2%	-1%	5%
CCN(CC)c1ccc(/C=N/NC(=S)NCc2ccco2)cc1	-3%	6%	8.3%	-8%	40%
Cc1ccccc1C(=O)O/N=C(\N)c1cccc([N+](=O)[O-])c1	3%	-2%	4.4%	nt	nt
CCCSc1nnc(NC(=O)CSc2nc3[nH]c(=O)cc(O)c3s2)s1	nt	-4%	0.8%	-19%	-4%
NCC(=O)NCC(=O)NC[C@H]1O[C@@H](n2ccc(=O)[nH]c2=O)[C@H](O)[C@@H]1O	nt	3%	i	nt	nt

2 compounds picked at random from those above:
SMILES	PhoP GFP inhibition	influenza NS1A	inhibitors of VEEV	H37Rv inhibition	M. tuberculosis	others
O=C(Cn1cc(/C=N/NC(=O)c2cccc(C(F)(F)F)c2)c2ccccc21)Nc1ccc(F)cc1	4%	2%	3.9%	24%	-11%
Cc1ccc(-c2nc(CS(=O)(=O)CC(=O)NCCN3CCCC3)c(C)o2)cc1	-2%	1%	0.6%	3%	18%

Returning to the listing, repeating the 2 entries before the break.
SMILES	PhoP GFP inhibition	influenza NS1A	inhibitors of VEEV	H37Rv inhibition	M. tuberculosis	others
CCCSc1nnc(NC(=O)CSc2nc3[nH]c(=O)cc(O)c3s2)s1	nt	-4%	0.8%	-19%	-4%
NCC(=O)NCC(=O)NC[C@H]1O[C@@H](n2ccc(=O)[nH]c2=O)[C@H](O)[C@@H]1O	nt	3%	i	nt	nt
Cc1ccccc1Nc1nc2ccccc2s1	4%	-3%	1.1%	9%	19%
CCOc1ccc(N2C(=O)CC(N3CCN(c4ccc(C(=O)c5ccncc5)cc4)CC3)C2=O)cc1 (stereo not drawn)	8%	-15%	0.8%	1%	13%
O=C(c1cccc(Cl)c1)N1CCCC(c2ccc(Cl)cc2)=N1	-1%	2%	i	?	26%
O=C(CCCn1nnc(-c2cccnc2)n1)c1ccc(F)cc1	4%	1%	1.5%	-9%	25%
Cc1ccc(S(=O)(=O)Cc2ccc(C(=O)N3CCCCC3C)cc2)cc1 (stereo not drawn)	-14%	-9%	1.8%	-11%	13%
Fc1ccc(N2CCN(C(=S)NCC3CCCO3)CC2)cc1 (stereo not drawn)	9%	-7%	i	2%	52%
Cc1ccc(CNS(=O)(=O)c2c(C)[nH]c(C)c2C(=O)N2CCCC2)cc1	4%	5%	i	0%	-6%
Cc1ccc(/C=C2\C(=O)NC(=O)N2C)o1	6%	9%	0.7%	-9%	64%
CN(c1ccccc1)S(=O)(=O)c1ccc(NC(=O)c2ccc(-c3ccccc3)cc2)cc1	10%	-5%	i	?	27%
CC1=NN(C(=O)Cc2ccccc2)C(O)(c2cccnc2)C1 (stereo not drawn)	11%	-6%	3.4%	0%	nt

Filtered by structure, those above with an aryl thioether with sulfur outside any ring (six)
SMILES	PhoP GFP inhibition	influenza NS1A	inhibitors of VEEV	H37Rv inhibition	M. tuberculosis	others
COc1ccccc1Nc1nnc(SCC(=O)c2cc(C)n(CC3CCCO3)c2C)s1 (stereo not drawn)	-10%	10%	7.1%	-2%	10%
Cc1cc(C)n2nc(SCc3nnc(-c4cccs4)o3)nc2n1	2%	4%	i	1%	1%
CCC(CC)C(=O)Nc1nnc(SCC(=O)NC2CCCCC2)s1	4%	-8%	1.6%	2%	15%
Cc1cc(NC(=O)CSc2nncc(=O)n2N)no1	-5%	2%	0.3%	6%	0%
CSc1ccccc1OCc1cc(C(=O)N2CCC[C@H]2C(N)=O)no1	-7%	0%	0.2%	-1%	5%
CCCSc1nnc(NC(=O)CSc2nc3[nH]c(=O)cc(O)c3s2)s1	nt	-4%	0.8%	-19%	-4%

(next part)
SMILES	PhoP GFP inhibition	influenza NS1A	inhibitors of VEEV	H37Rv inhibition	M. tuberculosis	others
N#Cc1ccc(OCC(O)CN2CCN(CC(O)COc3ccc(C#N)cc3)CC2)cc1 (stereo not drawn)	2%	3%	0.9%	-6%	nt
Cc1c(CC(=O)O)c(=O)oc2cc3c(cc12)CCC(C)(C)O3	1%	7%	0.3%	-3%	-11%
C=CCSc1nnc(-c2cc3c(s2)-c2ccccc2CC3)o1	8%	-26%	2.0%	69%	60%
O=[N+]([O-])c1ccc(-n2nncc2-c2ccc(Cl)cc2)cc1	7%	8%	i	nt	nt
O=C(c1ccc2nc(Cc3cccc(Cl)c3)oc2c1)N1CCC[C@H]1CO	-13%	5%	1.9%	-1%	4%
O=C(CCS(=O)(=O)c1ccccc1)Nc1cccc2c1C(=O)NC2=O	4%	-1%	0.5%	3%	1%

Part of the list above in order of count of non-hydrogen atoms, ascending:
SMILES	PhoP GFP inhibition	influenza NS1A	inhibitors of VEEV	H37Rv inhibition	M. tuberculosis	others
Cc1cc(NC(=O)CSc2nncc(=O)n2N)no1	-5%	2%	0.3%	6%	0%
COc1ccc(CNC(=O)c2cc(C3CC3)on2)cc1	1%	-4%	0.2%	9%	nt
COCc1nc2ccccc2n1Cc1c(F)cccc1Cl	-6%	-2%	1.8%	-2%	3%
CC(=O)c1ccc(NC(=S)Nc2ccc3[nH]c(=O)[nH]c3c2)cc1	2%	6%	3.1%	-5%	-12%
Cc1ccc(-c2nc(CS(=O)(=O)CC(=O)NCCN3CCCC3)c(C)o2)cc1	-2%	1%	0.6%	3%	18%
